Screens (PubChem BioAssay)
AmpC inh no detg: qHTS Inhibitors of AmpC Beta-Lactamase (assay without detergent); P00811; AmpC nitrocefin hydrolysis, absorbance 480 nm, 0.0001% Triton; Potency, µM (titrated, usually from 57.1 µM), for the others: at the top dose activity change, negative = inhibition, most hits filed as inhibitors; 330,000 compounds, 0.52% hits;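 note: potency is the fitted concentration of half-maximal effect; plate controls were no compound for no effect and no enzyme for full effect; nearly all actives have a fitted effect of over 20% in size; some results filed as inactive show a strong effect at the top dose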
Target sequence (P00811 whole entry, looked up): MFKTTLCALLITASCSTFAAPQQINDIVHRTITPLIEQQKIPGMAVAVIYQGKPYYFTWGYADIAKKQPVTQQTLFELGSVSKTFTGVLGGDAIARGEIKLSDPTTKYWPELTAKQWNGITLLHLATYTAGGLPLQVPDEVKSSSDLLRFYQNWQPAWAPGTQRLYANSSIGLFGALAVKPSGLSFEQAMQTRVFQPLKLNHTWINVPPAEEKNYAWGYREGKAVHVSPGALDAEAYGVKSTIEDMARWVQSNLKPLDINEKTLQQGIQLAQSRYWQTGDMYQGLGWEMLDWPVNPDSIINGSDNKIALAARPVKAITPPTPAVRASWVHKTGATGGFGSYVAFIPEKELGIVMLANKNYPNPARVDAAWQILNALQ
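20 mM phosphate pH 7.0 + 0.01% (detergent screen) or 0.0001% Triton X-100; 5.3 nM AmpC reagent; cpd preinc 15 min RT; nitrocefin (800 uM stock) to start; A480 q20 s × 4 min; Activity was normalised to no-enzyme and no-compound control wells.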
Pf growth 48h: Primary qHTS for delayed death inhibitors of the malarial parasite plastid, 48 hour incubation | P. falciparum luciferase growth in erythrocytes, 48 h | Potency, µM (series often up to 28.7 µM), without a hit: at the highest dose activity change, negative = inhibition, actives largely listed as inhibitors | 310,000 compounds, 5.9% hits; note: potency is the fitted concentration of half-maximal effect; % is set by controls: 0 for no effect and ±100 for the full control effect
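Luciferase-expressing parasites in RBCs, 2% Hct / 0.1% parasitemia final; RPMI 1640 + 0.5% Albumax; 37 C, 5% CO2, one generation; luminescence read-out, lower signal = inhibition.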
CHX counter: Cycloheximide Counterscreen for Small Molecule Inhibitors of Shiga Toxin. cell reporter, cycloheximide protein synthesis inhibition counterscreen. max response, %. 300,000 compounds, 12% hits; in the data active = max response mostly above about 13%, no sharp cut-off; inactive = mostly below about 14%; note: read at 38.3 µM for the half of the compounds with a filed dose; 0% is about no effect
LmPK inhibitor: qHTS Assay for Inhibitors of Leishmania Mexicana Pyruvate Kinase (LmPK) | purified LmPK, Kinase-Glo ATP luminescence, 1 h | Q27686 | 290,000 compounds, 0.37% hits | Potency, µM (titrated, usually from 57.5 µM), for the others: at the highest dose activity change, negative = inhibition, most hits filed as inhibitors; note: potency is the fitted concentration of half-maximal effect; % is set by controls: 0 for no effect and ±100 for the full control effect
Target sequence (Q27686 whole entry, looked up): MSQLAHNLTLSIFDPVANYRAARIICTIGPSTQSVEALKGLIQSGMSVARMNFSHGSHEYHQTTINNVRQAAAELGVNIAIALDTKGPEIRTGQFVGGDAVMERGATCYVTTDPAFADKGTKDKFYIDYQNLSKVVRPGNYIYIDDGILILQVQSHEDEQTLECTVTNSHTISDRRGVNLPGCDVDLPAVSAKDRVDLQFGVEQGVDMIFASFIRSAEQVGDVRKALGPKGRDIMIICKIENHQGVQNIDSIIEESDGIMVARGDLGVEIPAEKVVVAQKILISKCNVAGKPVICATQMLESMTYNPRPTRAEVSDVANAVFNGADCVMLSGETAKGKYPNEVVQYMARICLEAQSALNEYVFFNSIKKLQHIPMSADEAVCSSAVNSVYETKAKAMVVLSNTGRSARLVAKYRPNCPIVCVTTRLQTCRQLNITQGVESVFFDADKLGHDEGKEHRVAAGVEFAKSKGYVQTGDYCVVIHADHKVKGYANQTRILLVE
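Purified LmPK (0.1 nM) with 0.5 mM PEP and 0.1 mM ADP in imidazole buffer pH 7.2 with MgCl2/KCl, 1 h at room temperature. ATP formed was read by luciferase luminescence and normalized to no-enzyme and uninhibited controls.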
Tb PYK inh: qHTS of Trypanosoma Brucei Inhibitors. pyruvate kinase (Trypanosoma brucei), Q57TT1. TbPYK enzyme, Kinase-Glo Plus ATP luminescence, 45 min. Potency, µM (doses to about 76.8 µM), for inactives: at the highest dose activity, negative = inhibition, hits mostly inhibitors. 410,000 compounds, 0.12% hits. AID 624173, 2012; note: potency is the fitted concentration of half-maximal effect; % is set by controls: 0 for no effect and ±100 for the full control effect; nearly all actives have a fitted effect of over 50% in size
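In this concentration-response screen, enzyme-free wells defined baseline while DMSO plates tracked drift. Each reaction combined TbPYK, substrate, compound and 130 uM ADP for 45 min at room temperature. Kinase-Glo Plus luminescence gave the signal.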
Pf growth 96h: Primary qHTS for delayed death inhibitors of the malarial parasite plastid, 96 hour incubation; Potency, µM (series often up to 28.7 µM), without a hit: at the highest dose activity change, negative = inhibition, hits mostly inhibitors; 320,000 compounds, 6.9% hits; P. falciparum luciferase reporter growth, 96 h; note: potency is the fitted concentration of half-maximal effect; % is set by controls: 0 for no effect and ±100 for the full control effect
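Erythrocytes infected with luciferase-expressing P. falciparum were dispensed at 2% hematocrit and 0.05% parasitemia (final), then incubated with compounds 96 hours at 37 C in 5% CO2. Luminescence after detection reagent addition reported growth.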
Shiga toxin inh: A qHTS for Small Molecule Inhibitors of Shiga Toxin | Vero cells, Shiga toxin protein synthesis inhibition reporter | inhibition, % at 38.7 µM | 290,000 compounds, 9.2% hits; in the data active = inhibition mostly above about 28%, no sharp cut-off; inactive = mostly below about 43%; note: 0% is about no effect
Numbers without * were called inactive; ? = inconclusive; · = no result given; [ ] = remark or other dose. Unless noted, calls come from the whole dose curve; as a rule, active = well fitted curve in the direction sought with a large enough effect; inconclusive = small, poorly fitted or top-dose-only effect, or another doubt; inactive = no such curve, though single readings can be large; an effect the other way counts as inactive or inconclusive.

SMILES	AmpC inh no detg	Pf growth 48h	CHX counter	LmPK inhibitor	Tb PYK inh	Pf growth 96h	Shiga toxin inh
Cc1nc2cc(NC(=O)N3c4ccccc4CC3C)ccc2n1C (stereo not drawn)	-33.8%	153.6%[activator]	18.9*	-11.1%	-5.2%	·	33.0*
CN(CC(=O)Nc1cccc(S(=O)(=O)N2CCOCC2)c1)CC(=O)Nc1ccc(Cl)c(C(F)(F)F)c1	116.4%[activator]	?	·	·	-8.7%	?	·
COc1ccc(C2=NN(CCC(=O)NC3CCC(C)CC3)C(=O)CC2)cc1 (stereo not drawn)	50.9%	7.6%	-2.5	-2.3%	3.4%	-15.2%	-7.9
COc1ccc(-n2c(=O)c3ccccc3n(CC(=O)OCc3ccccc3)c2=O)cc1OC	-0.5%	40.1%[activator]	6.0	1.2%	3.0%	65.7%[activator]	-13.0
COCCNC(=O)CN1C(=O)NC(c2ccccc2)(c2ccccc2)C1=O	-8.7%	36.6%[activator]	-2.3	-0.3%	4.6%	68.5%[activator]	-2.9
CC(=O)NC(CC(=O)OCc1ccc([N+](=O)[O-])cc1)c1ccccc1 (stereo not drawn)	40.6%	?	-6.4	1.7%	0.0%	-10.6%	19.2
CC1CN(S(=O)(=O)c2ccc(C(=O)N(CCCN(C)C)c3nc4c(Cl)cccc4s3)cc2)CC(C)O1 (stereo not drawn)	89.4%[activator]	6.7%	-0.5	1.1%	0.7%	29.4%	-5.8
Cc1ccc(NC(=O)CSc2sc3c(O)cc(=O)[nH]c3c2C#N)c(F)c1	-30.5%	-5.3%	-2.7	0.9%	-14.3%	3.3%	-3.0
COc1ccc(/C=C/C(=O)O)cc1COc1ccccc1C	-7.1%	17.0%	-6.3	0.2%	-0.2%	37.2%	-11.4
O=C(CSc1nccc(=O)[nH]1)N1N=C2/C(=C/c3ccco3)CCCC2C1c1ccco1 (stereo not drawn)	7.2%	-18.5%	15.6	1.1%	-0.2%	0.0%	13.8
CCOC(=O)C1=C(C)N(CCCC(=O)NCc2ccc3c(c2)OCO3)C(=O)NC1c1ccc(Br)cc1 (stereo not drawn)	-7.4%	-28.7%	-3.5	1.5%	-0.8%	?	-11.6
O=C(CNC(=O)C1CCCCC1)NC1CCCCC1	2.7%	21.6%	-2.5	-5.1%	0.2%	?	21.6
COc1ccc(-c2nc[nH]c2[N+](=O)[O-])cc1	-20.0%	15.8%	12.6	4.2%	-0.2%	?	-4.9
COc1cccc(NC(=O)CN(C)C(=O)Cc2c(C)nc3ccccc3c2C)c1	184.7%[activator]	?	·	·	3.1%	?	·
CSc1cccc(NC(=O)C2CCCN2S(=O)(=O)c2ccc(Br)s2)c1 (stereo not drawn)	-25.9%	·	17.0	6.7%	-3.7%	10.4µM*	35.4
CCCNC(=O)c1ccc2nc(-c3ccccc3)c(-c3ccccc3)nc2c1	?	5.22µM*	-2.5	-4.3%	2.6%	?	-2.5
O=c1cc(-c2ccccc2Cl)oc2c(NS(=O)(=O)c3ccccc3C(F)(F)F)ccc(O)c12	-36.4%	?	-3.2	8.8%	0.5%	?	-0.8
N#Cc1nc(-c2ccc(OCc3ccc(Cl)cc3)cc2)oc1N1CCOCC1	-8.6%	23.1%	-6.6	-8.7%	-5.8%	10.4µM*	-13.5
COc1ccc(Cl)cc1NC(=O)C(C)N(C)Cc1ccc(C(F)(F)F)cc1 (stereo not drawn)	-35.6%	7.38µM*	4.9	-5.0%	-13.4%	2.08µM*	-9.8
Cc1cc(NC(=O)CSc2nnc(C)n2-c2ccccc2)no1	-7.7%	5.7%	-3.1	4.2%	-7.5%	14.6%	5.4
CC1CN(c2cc(=O)n(-c3cccc(Br)c3)c(=O)[nH]2)CC(C)O1 (stereo not drawn)	-20.1%	6.6%	-1.2	-4.6%	-26.7%	8.9%	-2.5
CCCCSc1nc(O)cc(=O)n1CC	-34.9%	9.2%	-2.5	3.4%	-1.0%	-4.8%	14.7
Cc1nn(CC(=O)NCCc2cccs2)c(=O)c2nn(-c3ccccc3)c(C)c12	-2.7%	-8.2%	22.5*	-0.3%	2.5%	?	18.6*
COc1ccccc1NC(=O)c1ccc2c(c1)C(=O)N(Cc1ccco1)C2=O	-8.6%	7.9%	-3.5	1.5%	15.8%	?	-16.2
N#Cc1c(NC(=O)C(=O)NCCCN2CCOCC2)sc2c1CCC2	-4.4%	?	-2.4	5.7%	-14.0%	?	4.2
Next part
SMILES	AmpC inh no detg	Pf growth 48h	CHX counter	LmPK inhibitor	Tb PYK inh	Pf growth 96h	Shiga toxin inh
COc1ccccc1NS(=O)(=O)c1cccc(C(=O)N/N=C(\C)c2ccncc2)c1	-38.4%	?	·	·	-4.9%	-7.3%	·
CN1C(=S)SC(N(O)C(=O)Nc2ccccc2)C1(C)C (stereo not drawn)	-32.5%	-6.9%	-0.8	-0.2%	2.5%	-6.8%	-7.9
Cc1oc(C(=O)O)cc1CSc1nnc(-c2ccccc2)n1C	-20.5%	6.7%	-2.5	5.6%	-2.1%	?	-5.2
Cc1ccc(-n2c(=O)[nH]c3c(C(N)=O)nc(CC(C)C)nc32)cc1	-6.7%	?	-1.6	3.4%	0.9%	1.65µM*	9.5
CC(C)(C)NC(=S)NCC1CC1	-7.3%	9.5%	-2.2	-6.5%	-1.2%	-16.7%	0.8
CCN(CC1CCCO1)C(=O)CCc1nnc(CCc2ccc(OC)cc2)o1 (stereo not drawn)	3.7%	-17.7%	25.4*	-7.4%	12.8%	-10.4%	48.1*
CC1CCCCN1C(C(=O)O)c1ccccc1 (stereo not drawn)	-13.2%	8.7%	-2.2	-2.6%	0.5%	0.0%	-9.6
CN(CC(=O)Nc1cccc(F)c1)C(=O)/C=C/c1ccc(Br)s1	-9.6%	-4.2%	·	·	-0.5%	32.1%[activator]	·
COc1cccc(/C=N/NC(=O)Cn2cnc3c2c(=O)n(C)c(=O)n3C)c1OC	-20.2%	15.9%	-0.8	5.1%	0.9%	6.0%	-13.0
CC(C)C[C@H]1CN=C(Nc2ccccc2)N1CCC1CCCCC1	12.3%	-48.8%	-1.7	-1.0%	1.4%	9.28µM*	-10.1
CSCCCNC(=S)Nc1cccc(S(=O)(=O)NC2=NCCC2)c1	-50.2%	-9.0%	0.8	-7.1%	-1.0%	0.5%	-16.4
CC(=O)Nc1cccc(C(=O)NNC(=O)c2ccccc2-n2cccc2)c1	-6.8%	-11.5%	·	·	-8.5%	22.2%	·
CC(NC(=O)COC(=O)c1ccc(Cl)cc1O)c1ccc(F)cc1 (stereo not drawn)	-33.5%	36.3%[activator]	2.8	2.5%	-9.9%	61.7%[activator]	24.4
COc1ccc(C(=O)C2CCCN(C(=O)/C=C/c3ccccn3)C2)c(C)c1 (stereo not drawn)	29.6%	-3.2%	-1.3	0.3%	1.5%	-28.3%	1.5
COc1cc(NC(=O)Nc2cc(C)on2)cc(OC)c1OC	-27.9%	1.9%	-1.0	0.9%	-1.4%	30.7%[activator]	4.0
COc1ccc(CN2CCCC(C(=O)c3ccc(Cl)cc3)C2)c(O)c1 (stereo not drawn)	-42.3%	0.828µM*	-2.5	0.4%	-0.8%	-72.0%	-11.7
O=C(O)c1c2c(nc3ccccc13)/C(=C/c1ccc(O)cc1)CCC2	-21.5%	14.5%	-1.0	3.8%	3.5%	-2.5%	20.5
Cc1ccc(CC2C(=O)N(c3nc(C)cc(C)n3)C(=O)C2C)cc1 (stereo not drawn)	22.8%	2.2%	-1.3	4.8%	5.9%	?	17.7
CN1CCN(CC(=O)N(Cc2c(C#N)c3ccccc3n2C)c2ccccc2)CC1	47.5%	-24.5%	-5.9	5.7%	3.0%	19.0%	-4.1
CCC(=O)N(Cc1ccco1)c1nc(-c2cc(OC)ccc2OC)cs1	-16.6%	?	0.7	6.6%	0.0%	35.0%[activator]	-5.6
CC(c1ccccc1)N1CCn2c(nc3cc(NC(=O)c4cccs4)ccc32)C1 (stereo not drawn)	-33.3%	?	21.4*	2.2%	-6.6%	·	26.3
Cc1cc(-c2ccccc2)nc(SCC(=O)N2CCCC2)n1	-1.6%	20.6%	-3.5	-2.9%	-3.1%	-5.4%	23.1
CCOC(=O)C1CCCN(S(=O)(=O)c2ccc(S(N)(=O)=O)cc2)C1 (stereo not drawn)	-6.1%	?	-3.3	2.1%	-2.4%	-24.3%	-11.9
c1ccc(COc2cccc(CN3CCc4ccccc4C3)c2)cc1	2.6%	-3.9%	40.8*	-0.3%	1.7%	?	105.1*
O=C(c1ccccc1)c1cnc(Nc2ccccc2Cl)s1	-22.1%	271.6%[activator]	41.7*	-2.2%	1.2%	340.2%[activator]	88.5*
COC(=O)c1cc(C)sc1NC(=O)C1C2C=CC(CC2)C1C(=O)O (stereo not drawn)	-18.7%	-6.0%	0.2	-5.5%	3.3%	-21.0%	0.2
CCn1c(=O)cc(OCC(=O)Nc2cccc(C)n2)c2ccccc21	-19.8%	·	-2.5	4.7%	-22.7%	?	-20.0
C=C(C)COc1ccc(-c2ncncc2-c2ccccc2OC)c(O)c1	-8.1%	13.1µM*	-2.0	-1.4%	-8.0%	?	0.8
O=C(COC(=O)Cc1ccc(F)cc1)NC1CCS(=O)(=O)C1 (stereo not drawn)	-13.1%	-6.9%	·	·	6.8%	26.3%	·
O=C(N/N=C/c1cn(-c2ccccc2)nc1-c1ccccc1)c1ccco1	-19.7%	3.29µM*	20.8*	-1.2%	-14.0%	37.3%[activator]	42.0*

Eight successive entries already listed:
SMILES	AmpC inh no detg	Pf growth 48h	CHX counter	LmPK inhibitor	Tb PYK inh	Pf growth 96h	Shiga toxin inh
COc1ccccc1NS(=O)(=O)c1cccc(C(=O)N/N=C(\C)c2ccncc2)c1	-38.4%	?	·	·	-4.9%	-7.3%	·
CN1C(=S)SC(N(O)C(=O)Nc2ccccc2)C1(C)C (stereo not drawn)	-32.5%	-6.9%	-0.8	-0.2%	2.5%	-6.8%	-7.9
Cc1oc(C(=O)O)cc1CSc1nnc(-c2ccccc2)n1C	-20.5%	6.7%	-2.5	5.6%	-2.1%	?	-5.2
Cc1ccc(-n2c(=O)[nH]c3c(C(N)=O)nc(CC(C)C)nc32)cc1	-6.7%	?	-1.6	3.4%	0.9%	1.65µM*	9.5
CC(C)(C)NC(=S)NCC1CC1	-7.3%	9.5%	-2.2	-6.5%	-1.2%	-16.7%	0.8
CCN(CC1CCCO1)C(=O)CCc1nnc(CCc2ccc(OC)cc2)o1 (stereo not drawn)	3.7%	-17.7%	25.4*	-7.4%	12.8%	-10.4%	48.1*
CC1CCCCN1C(C(=O)O)c1ccccc1 (stereo not drawn)	-13.2%	8.7%	-2.2	-2.6%	0.5%	0.0%	-9.6
CN(CC(=O)Nc1cccc(F)c1)C(=O)/C=C/c1ccc(Br)s1	-9.6%	-4.2%	·	·	-0.5%	32.1%[activator]	·
